SMARCA2 activ: SMARCA2 (BRM) function activators, primary screen, cell-based, luminescence, high throughput; MG213 cells, MMTV-luciferase reporter, dexamethasone, overnight; activation, % at 9.1 µM; 370,000 tested, 1% active; AID 652017, 2013; in the data active = activation above about 7.8%;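 also: 0% = vehicle wells and 100% = reference activator wells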
ASAP1 inh: inhibitors of human ASAP1 ArfGAP activity, primary screen, biochemical, fluorescence polarization | Arf-GAP with SH3 domain, ANK repeat and PH domain-containing protein 1 (Homo sapiens), … | ASAP1-stimulated ARF1 GTP hydrolysis, GDP FP detection | inhibition, % at 16.5 µM | 360,000 tested, 0.19% active | AID 624377, 2012; in the data active = inhibition above about 25%;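 also: 0% = vehicle with enzyme and substrate and 100% = no enzyme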
HTRA1 inhibitor: HTRA1 serine protease inhibitors, primary screen, biochemical, fluorescence polarization, HTS; recombinant HTRA1, FP-rhodamine activity-based probe; inhibition, % at 5.96 µM; 340,000 tested, 0.5% active; in the data active = inhibition above about 36%;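 also: 0% = enzyme with DMSO and 100% = wells lacking enzyme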
Target sequence (Q92743 whole entry, looked up): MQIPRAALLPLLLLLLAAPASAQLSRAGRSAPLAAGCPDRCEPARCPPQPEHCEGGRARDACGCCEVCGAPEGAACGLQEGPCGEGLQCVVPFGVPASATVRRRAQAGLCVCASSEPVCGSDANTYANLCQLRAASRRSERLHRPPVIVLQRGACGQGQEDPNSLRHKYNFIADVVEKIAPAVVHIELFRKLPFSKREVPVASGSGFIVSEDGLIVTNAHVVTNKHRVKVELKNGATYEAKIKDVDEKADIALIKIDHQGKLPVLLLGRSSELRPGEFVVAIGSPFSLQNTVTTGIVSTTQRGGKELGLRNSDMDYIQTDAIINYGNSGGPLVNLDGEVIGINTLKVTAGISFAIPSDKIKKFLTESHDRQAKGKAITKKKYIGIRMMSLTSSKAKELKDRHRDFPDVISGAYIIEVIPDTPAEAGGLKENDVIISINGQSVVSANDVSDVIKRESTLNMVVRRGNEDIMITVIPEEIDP
ARFGAP1 inhibitor: inhibitors of rat ARFGAP1 GAP activity, primary screen, biochemical, fluorescence polarization, GDP tracer; ADP-ribosylation factor GTPase-activating protein 1 (Rattus norvegicus), Q62848; Arfgap1-stimulated ARF1 GTP hydrolysis, GDP FP detection; inhibition, % at 16.5 µM; 360,000 tested, 0.26% active;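 active = inhibition above a per-plate limit, mean inhibition of low control wells plus 3 SD, cut at about 25% in these data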;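 also: 0% = DMSO wells with enzyme and 100% = wells lacking Arfgap1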
Target sequence (Q62848 1-136 limits assumed): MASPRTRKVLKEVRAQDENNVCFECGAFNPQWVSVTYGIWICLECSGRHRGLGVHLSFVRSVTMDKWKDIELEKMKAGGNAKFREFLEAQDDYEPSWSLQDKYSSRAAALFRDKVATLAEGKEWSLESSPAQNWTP
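Material: rat Arfgap1 GAP domain (His6, aa 1-136), purified enzyme. Also added: human ARF1(Δ1-17)-GTP substrate. Compound dosing: 16.5 µM single point, 1.26% DMSO. Timing: enzyme reaction 120 min at 25 °C after 20 min preincubation. Signal: GDP detection by fluorescence polarization. Read-out basis: percent inhibition of GAP-stimulated GDP formation, scaled between DMSO and no-Arfgap1 medians.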
NPR2 activator: human GC-B receptor activators, primary screen, HEK293 GC-B cells, cGMP TR-FRET, EC30 CNP; activation, % at 10 µM; Atrial natriuretic peptide receptor 2 (Homo sapiens), P20594; 370,000 tested, 0.11% active; 0% at EC30 CNP, 100% saturating CNP;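 active = activation at 10 µM reaching about 35% in either raw or pattern-adjusted values, limit read from the data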
mABHD4 FP: ABHD4 inhibitors, primary screen, biochemical, fluorescence polarization, mouse. AID 720543, 2013. (Lyso)-N-acylphosphatidylethanolamine lipase (Mus musculus), Q8VD66. purified mABHD4, FP-Rh probe fluorescence polarization. inhibition, % at 8.92 µM. 370,000 tested, 0.54% active;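 active = inhibition exceeding the mean over every tested compound plus 3 SD, cut at about 30% in these data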;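 also: 0% = plate median of compound wells and 100% = S159A mutant with DMSO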
Target sequence (Q8VD66 whole entry, looked up): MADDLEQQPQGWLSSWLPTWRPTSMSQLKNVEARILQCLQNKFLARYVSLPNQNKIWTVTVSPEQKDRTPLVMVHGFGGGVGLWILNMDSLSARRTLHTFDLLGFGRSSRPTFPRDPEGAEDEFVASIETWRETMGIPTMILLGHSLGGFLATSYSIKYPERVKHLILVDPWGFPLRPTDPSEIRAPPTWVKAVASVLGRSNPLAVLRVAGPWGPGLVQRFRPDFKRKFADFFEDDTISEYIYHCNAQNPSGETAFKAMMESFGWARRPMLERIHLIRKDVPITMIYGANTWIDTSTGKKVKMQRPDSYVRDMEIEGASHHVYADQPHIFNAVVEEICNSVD
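Assay system: mouse ABHD4 enzyme, wild type / Also added: fluorescent activity-based probe FP-Rh / Doses: single nominal dose of 8.92 µM, 0.89% DMSO final / Timing: 45 min compound pre-incubation plus 60 min probe step, 25 °C / Signal: FP readout, ex 525 nm / em 598 nm / Control set: S159A mutant/DMSO as 100%, compound-well median as 0%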
Rev-erbA mod: modulators of Rev-erb alpha DNA binding, primary screen, biochemical, FITC-DNA, fluorescence polarization, uHTS; Rev-erbα–FITC-DNA binding, 90 min; Nuclear receptor subfamily 1 group D member 1 (Homo sapiens), P20393; activity, % at 10 µM; 370,000 tested, 0.79% active;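 active = activity above about 14%, limit read from the data; passing the limit was not always enough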;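 also: 0% = DMSO wells with 35 nM protein and 100% = DMSO wells with 750 nM protein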
GC-A act: GC-A stimulated cGMP production enhancers – HEK293 GC-A cells, cGMP TR-FRET, EC30 ANP, primary screen | Atrial natriuretic peptide receptor 1 (Homo sapiens), P16066 | 0% at EC30 ANP, 100% saturating ANP | activation, % at 10 µM | 370,000 tested, 0.14% active; in the data active = activation above about 40%
PG9 binder: binders of HIV-1 gp120 antibody PG9, primary screen, biochemical, TR-FRET; AID 624416, 2012; inhibition, % at 6.7 µM; 360,000 tested, 0.43% active; TR-FRET gp120-PG9 antibody binding; in the data active = inhibition above about 8.5%
rCAG binder: binders of r(CAG) RNA repeats, primary screen, biochemical, fluorescence; r(CAG) RNA repeat, TO-PRO-1 dye displacement fluorescence; inhibition, % at 3 µM; 370,000 tested, 1.3% active;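 active = inhibition above the plate cutoff, the mean of all test compounds on that plate plus 3 SD, cut at about 35% in these data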;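 also: 0% = DMSO alone and 100% = 100 µM mitoxantrone as full dye displacement; higher means more dye released from RNA so lower well fluorescence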
* marks the source's active call; other numbers are inactive results; . = not tested or not shown. Not a hit list; any-hit rate near 4.4%.

SMILES | SMARCA2 activ | ASAP1 inh | HTRA1 inhibitor | ARFGAP1 inhibitor | NPR2 activator | mABHD4 FP | Rev-erbA mod | GC-A act | PG9 binder | rCAG binder
CCn1c2ccc(C)cc2c2nnc(SCCN3CCCCC3)nc21 | 1 | -1 | -3 | -1 | 5 | 2 | 1 | 12 | -0.2 | 5
CNC(=O)COc1ccc2oc3c(c2c1)CCCC3 | -2 | 21 | 4 | 6 | -2 | 3 | 8 | 2 | 0.1 | -8
COP1(=O)C[C@@H](O)[C@@H](O)[C@@H](COCc2ccccc2)O1 (some centres not stated) | 0 | -1 | 2 | -12 | 6 | 0 | -8 | 0 | -1.0 | -1
Cc1cnc(NC(=O)CSc2nnc(COc3c(C)cccc3C)o2)s1 | -1 | -6 | 3 | -2 | 97* | 1 | 5 | 1 | 0.4 | 6
O=S(=O)(NCc1csc(-c2cccnc2)n1)c1ccc2c(c1)OCCO2 | -1 | -13 | 3 | 0 | -8 | -7 | -6 | -10 | -2.5 | 3
O=C(Nc1cccc(-c2csc(Nc3cccc(C(F)(F)F)c3)n2)c1)c1cc([N+](=O)[O-])cc(C(F)(F)F)c1 | 0 | 11 | -9 | 3 | 1 | -1 | -1 | -5 | 0.1 | 2
CC1CCCCN1C(=O)CNCC1CCCO1 (configuration not stated) | 0 | -1 | -6 | 7 | 0 | 13 | -4 | -1 | -0.1 | -1
CNC(=S)NNC(=O)Cc1ccc(OC)cc1 | 0 | -7 | 13 | 5 | -2 | -1 | 0 | 4 | 0.7 | 0
Cc1ccc(NC(=O)c2noc(C(C)C)c2[N+](=O)[O-])cc1 | 2 | 1 | -9 | -12 | 2 | 0 | -4 | 0 | 0.0 | 0
CN(c1ccc(OCC(=O)OCC(=O)Nc2ccc(OC(F)F)cc2)cc1)S(=O)(=O)c1cccs1 | -1 | 11 | -12 | -2 | 3 | 8 | -2 | 4 | 1.0 | 6
COc1ccc(C(=O)Oc2cccnc2)cc1OC | 3 | 7 | 9 | 5 | 3 | 1 | 1 | 4 | -1.3 | 0
O=C(NC1CCCCC1)C(c1cccnc1)N(C(=O)CCl)c1ccccc1Cl (configuration not stated) | -3 | -3 | 9 | 10 | 8 | -4 | 3 | -1 | -1.2 | -3
O=C(C1=C[C@@H](c2csc3ccccc23)C[C@@H](OCCCCO)O1)N1CCN(Cc2ccc3c(c2)OCO3)CC1 | -1 | 3 | -23 | 12 | -3 | -2 | -3 | -4 | -0.4 | 9
Cc1cc(C)n(-c2ccc(C(=O)O)cc2[N+](=O)[O-])n1 | -3 | -17 | 6 | -8 | 2 | 5 | -3 | 3 | 0.8 | 2
CC(C)c1ccc([C@@H]2O[C@H](C)CC3=C2C(=O)OC(C)(C)O3)cc1 | -1 | 0 | . | 3 | 2 | 4 | 8 | 1 | 0.8 | 0
CCCC(=O)N(c1ccc(F)cc1)C1C=CS(=O)(=O)C1 (configuration not stated) | 0 | -2 | -1 | 4 | -4 | -2 | -1 | 0 | -0.3 | 1
O=C(O)COn1c(-c2ccccc2)nc2ccc(Cl)cc21 | -2 | -8 | 3 | -20 | 5 | -6 | 0 | -4 | -1.2 | -2
Nc1nc(Cl)cc(Oc2ccc(Cl)cc2)n1 | -3 | -19 | 4 | -6 | -7 | 2 | 4 | 9 | -0.2 | 0
COc1ccc(CN2CCN(c3ncccn3)CC2)c(OC)c1 | 1 | 0 | 7 | 6 | 5 | 2 | -2 | -1 | 1.5 | -5
COc1ccc(-n2c(O)c(C=NCc3ccccn3)c3ccccc3c2=O)c(OC)c1 | -2 | 12 | 6 | 1 | 3 | -1 | 1 | -5 | -0.2 | -2
COc1ccc(S(=O)(=O)/N=C2\C=C(Nc3ccc(O)cc3)C(=O)c3ccccc32)cc1 | -10 | 38* | 84* | 20 | -8 | 75* | -4 | -13 | -21 | 22
O=C(COC(=O)c1ccc(Cl)nc1)NNC(=O)c1ccc(Br)cc1 | -1 | -7 | 8 | -2 | 0 | 2 | -7 | -1 | 0.5 | 3
CC1CC(C)CN(S(=O)(=O)CC23CCC(CC2=O)C3(C)C)C1 (configuration not stated) | 0 | -6 | 0 | 25* | -3 | 5 | 2 | 1 | -1.6 | -3
Cc1noc2ncnc(Sc3c(Cl)cccc3Cl)c12 | -3 | 7 | -8 | -7 | 3 | 2 | 1 | 2 | 1.9 | -4
O=C(c1ccncc1)N1CCN(S(=O)(=O)c2ccccc2F)CC1 | -3 | -5 | 3 | 2 | 1 | 0 | 3 | -1 | -0.8 | 5

Records listed above printed as active in mABHD4 FP:
Structure	SMARCA2 activ	ASAP1 inh	HTRA1 inhibitor	ARFGAP1 inhibitor	NPR2 activator	mABHD4 FP	Rev-erbA mod	GC-A act	PG9 binder
COc1ccc(S(=O)(=O)/N=C2\C=C(Nc3ccc(O)cc3)C(=O)c3ccccc32)cc1	-10	38*	84*	20	-8	75*	-4	-13	-21

(further entries)
SMILES | SMARCA2 activ | ASAP1 inh | HTRA1 inhibitor | ARFGAP1 inhibitor | NPR2 activator | mABHD4 FP | Rev-erbA mod | GC-A act | PG9 binder | rCAG binder
CN1CCC(CC(C(=O)N2CCCC2)(c2ccccc2)c2ccccc2)C1 (configuration not stated) | 1 | -7 | 7 | -21 | -12 | 9 | -2 | -26 | 2.3 | 6
Cc1cc(=O)[nH]c(S/C=C/c2ccccc2)n1 | 2 | -13 | 3 | -11 | -3 | 5 | 4 | 1 | -1.1 | 4
CN(C(=O)c1ccc(NC(=O)Cc2ccc(NC(=O)C3CCCN(C(=O)C4CCCC4)C3)cc2)cc1)C1CC1 (configuration not stated) | -2 | 3 | 0 | -9 | 5 | 13 | -1 | -1 | -0.1 | 6
C/C(=N\NC(=O)CNc1cccc(C(F)(F)F)c1)c1ccc(Br)cc1 | -3 | 5 | -11 | 1 | 3 | 0 | 0 | -6 | 4.1 | -1
Cc1cccc(NC(=S)NC2CCCC2)c1C | -2 | 2 | 0 | 0 | 4 | 0 | 0 | -2 | -0.1 | -5
O=C(NCC1CCCO1)NC1(C(F)(F)F)Oc2ccccc2O1 (configuration not stated) | -1 | -4 | 5 | 3 | 2 | 0 | -1 | 3 | -2.5 | -4
Cc1c(C)n(Cc2ccccc2)c2ccc(C(=O)O)cc12 | -3 | 3 | . | 1 | -2 | 3 | 4 | 4 | 1.9 | 3
COc1ccc(CC(N)c2csc(Nc3ccccn3)n2)cc1 (configuration not stated) | -5 | 0 | . | 5 | -7 | -6 | -2 | -7 | -1.3 | 7
CC(=O)c1cn(N(C)c2ncc(C(F)(F)F)cc2Cl)c(=O)[nH]c1=O | -4 | -4 | . | -4 | 0 | 7 | 7 | 0 | 1.0 | -1
Fc1ccccc1COc1ccc(Br)cc1CNCc1cccnc1 | -1 | -4 | 0 | -2 | -6 | -4 | 0 | -14 | 0.1 | -7
CN1CCN(C(CNC(=O)Nc2ccc(Cl)cc2)c2ccc(F)cc2)CC1 (configuration not stated) | -1 | 3 | 4 | 15 | -1 | 6 | -1 | -5 | 0.7 | -5
Cc1ccc2c(c1)NC(c1cccs1)C1=C(CC(C)(C)CC1=O)N2 (configuration not stated) | -3 | 5 | 1 | 8 | -3 | 4 | 0 | -6 | -3.3 | -4
CCC(=O)N1CCc2cc(Br)c(S(=O)(=O)NCCCN(C)Cc3ccccc3)cc21 | -3 | . | . | . | -7 | 7 | 1 | 3 | . | 7
COc1ccc(NC(=O)/C=C/c2ccc(S(=O)(=O)N3CCOCC3)cc2)cc1 | -2 | -1 | 3 | 8 | -4 | 3 | -2 | -5 | -0.4 | 5
CCCn1c(SCC(=O)Nc2sc(C)c(C)c2C(=O)OCC)nc2c1c(=O)n(C)c(=O)n2C | -2 | -2 | -4 | -16 | 1 | 5 | -2 | -7 | -2.0 | -1
Cc1c2cnn(CC(=O)NCCN3CCOCC3)c(=O)c2c(C)n1Cc1ccccc1F | -1 | -10 | 4 | -4 | 8 | 7 | 2 | 4 | -1.4 | 0
CCC(=O)Nc1cccc(-c2nnc(SCC(=O)NCc3ccco3)n2C)c1 | 1 | -3 | 2 | -1 | 1 | 6 | 0 | 0 | -0.9 | -3
COc1ccc(Cl)cc1NC(=O)CN(C)C(=O)c1cc(=O)c2ccccc2o1 | 2 | 0 | 0 | -2 | -7 | -3 | 4 | -8 | -1.9 | 2

Whole records, quoted from the list. Values in the order: SMARCA2 activ, ASAP1 inh, HTRA1 inhibitor, ARFGAP1 inhibitor, NPR2 activator, mABHD4 FP, Rev-erbA mod, GC-A act, PG9 binder, rCAG binder
COc1ccc(CC(N)c2csc(Nc3ccccn3)n2)cc1 (configuration not stated) is entered as -5, 0, ., 5, -7, -6, -2, -7, -1.3, 7
COc1ccc(NC(=O)/C=C/c2ccc(S(=O)(=O)N3CCOCC3)cc2)cc1 is entered as -2, -1, 3, 8, -4, 3, -2, -5, -0.4, 5
CN1CCC(CC(C(=O)N2CCCC2)(c2ccccc2)c2ccccc2)C1 (configuration not stated) is entered as 1, -7, 7, -21, -12, 9, -2, -26, 2.3, 6
Fc1ccccc1COc1ccc(Br)cc1CNCc1cccnc1 is entered as -1, -4, 0, -2, -6, -4, 0, -14, 0.1, -7
CCC(=O)N1CCc2cc(Br)c(S(=O)(=O)NCCCN(C)Cc3ccccc3)cc21 is entered as -3, ., ., ., -7, 7, 1, 3, ., 7

Part of the list above in order of length of the SMILES, ascending:
SMILES | SMARCA2 activ | ASAP1 inh | HTRA1 inhibitor | ARFGAP1 inhibitor | NPR2 activator | mABHD4 FP | Rev-erbA mod | GC-A act | PG9 binder | rCAG binder
Cc1c(C)n(Cc2ccccc2)c2ccc(C(=O)O)cc12 | -3 | 3 | . | 1 | -2 | 3 | 4 | 4 | 1.9 | 3
CN1CCN(C(CNC(=O)Nc2ccc(Cl)cc2)c2ccc(F)cc2)CC1 (configuration not stated) | -1 | 3 | 4 | 15 | -1 | 6 | -1 | -5 | 0.7 | -5
C/C(=N\NC(=O)CNc1cccc(C(F)(F)F)c1)c1ccc(Br)cc1 | -3 | 5 | -11 | 1 | 3 | 0 | 0 | -6 | 4.1 | -1

Source: PubChem (several laboratories)
